Screening data (PubChem)
TAG inh: triacylglycerol accumulation inhibition | AID 651582 | H9c2 cells, Nile Red lipid (TAG) fluorescence; cells loaded with 200 µM oleic acid | 230,000 tested, 0.66% active | inhibition, % at 12.5 µM;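 active means pattern-corrected inhibition of lipid staining of at least 50% with the nuclear-stain viability signal not falling by more than 50%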;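 further: 0% = DMSO wells and 100% = triacsin C control wells; some results filed as inactive read as strong as hits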
TAG inh DAPI viability: recorded beside TAG inh, whose call it bears; DAPI nuclei signal change (viability), lower = more cytotoxic, %;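 whole-well DAPI fluorescence read on a plate reader as a viability signal; minus 50 percent equals half of cells still viable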
* hit, by the source's call.

SMILES	TAG inh	TAG inh DAPI viability
Cc1ccc(Sc2ncccc2NC(=O)c2ccccc2Cl)cc1	-18	2
c1ccc(CC2CCN(c3nc4ccccc4n4nnnc34)CC2)cc1	-2	-4
COCCCNC(=S)N/N=C/c1ccc2ccccc2c1	-8	3
COc1ccc(-n2cc(C(=O)c3ccccc3O)cn2)cc1	-7	4
CNC(=O)c1cc(Nc2nnc(C)c3ccccc23)ccc1OC	-5	4
OC[C@@H]1CN(Cc2ccc(F)cc2)C[C@H](n2cnc3c(NC4CCCC4)ncnc32)O1	15	7
NS(=O)(=O)c1cccc(NS(=O)(=O)c2ccc(/C=C/C(=O)O)cc2)c1	3	-3
CCOc1cc(NC(=O)c2ccco2)c(OCC)cc1NC(=O)c1cc(OC)c(OC)c(OC)c1	23	12
CC(Oc1ccccc1F)C(=O)NCCN1CCCCC1 (configuration not stated)	31	-17
N=c1c2c3c(sc2ncn1CCCN1CCOCC1)CCCCC3	-11	17
Cc1ccc(S(=O)(=O)CCC(=O)N(C)c2c(N)n(Cc3ccccc3)c(=O)[nH]c2=O)cc1	-7	0
NS(=O)(=O)c1ccc(CCNC(=O)C(=O)Nc2cc3c4c(c2)CC(=O)N4CCC3)cc1	0	2
O=C(NCc1cccc(C(F)(F)F)c1)C1CC(c2ccccc2F)=NO1 (configuration not stated)	3	-8
Nc1ncnc2c1ncn2[C@@H]1O[C@H](CNC(=O)[C@@H](N)CO)[C@@H](O)[C@H]1O	-11	-6
COc1ccc(NC(=O)CN2C(=O)CSc3ncccc32)cc1	-7	-2
CN(C(=O)CSc1nnc(-c2ccc(OC(F)F)cc2)n1N)C1CCS(=O)(=O)C1 (configuration not stated)	1	1
CCCCNC(=S)Nc1ccc(Oc2ccccc2)cc1	1	5
CCCS(=O)(=O)NC(=O)C1(C)CCCN(C(=O)c2ccc3ccccc3c2)C1 (configuration not stated)	1	-8
Cc1noc(C)c1S(=O)(=O)NC(=O)C1(C)CCN1C(=O)Cc1ccc(-c2ccccc2)cc1 (configuration not stated)	-7	5
CCOC(=O)Cc1nnc(NC(=O)c2ccco2)s1	-14	7
CNCc1c(OCc2ccc(F)cc2)ccc2ccccc12	-12	30
O=C(NC(=O)c1ccccc1)Nc1ccccn1	8	-2
Cc1cc(Cl)ccc1OCC(=O)N(Cc1ccco1)C1CCS(=O)(=O)C1 (configuration not stated)	-4	-1
CN(C)CCCN1C(=O)CSC1c1ccccc1 (configuration not stated)	23	-7
CCOC(=O)C1CCCN(C(=O)c2cc(-c3ccccc3)cs2)CC1 (configuration not stated)	-2	-5
O=C(OCc1cc(=O)oc2cc(O)ccc12)c1cc(S(=O)(=O)N2CCOCC2)ccc1F	14	-1
Cc1ccc(CN(C(=O)C(F)(F)F)C(C(=O)NC2CCCCC2)c2ccco2)cc1 (configuration not stated)	30	-11
O=S(=O)(NCCCN1CCOCC1)c1ccc2c(c1)OCCO2	-5	-8
Cc1ccc(CC(=O)c2ccc(Cl)cc2)cc1	-8	5
CCOc1c(Br)ccc2c1sc1nc[nH]c(=O)c12	6	-4
Cc1cc2cc(OCC(=O)O)ccc2n1C	-3	0
COc1ccc(NCC(=O)N2CCCC2)cc1Cl	18	-11
O=C(CNC(=O)c1ccccc1)NCCCSc1ccccc1	15	-12
Cc1ccc(N2CCN(C(=S)Nc3ccccc3)CC2)cc1	-12	0
Cc1cc(CNC(=O)C2CCC(=O)N(Cc3cccc(C(F)(F)F)c3)C2)no1 (configuration not stated)	-8	2
Cc1cccc(NC(=O)C(C)n2cc([N+](=O)[O-])cn2)n1 (configuration not stated)	-10	9
CCCCc1ccc(S(=O)(=O)NC2CCS(=O)(=O)C2)cc1 (configuration not stated)	-13	2
O=C(CSc1nccn1-c1ccccc1)NCc1ccc2c(c1)OCO2	-17	0
CCOC(=O)C1CCCN(C(=O)c2cccc(S(=O)(=O)N(C)c3ccc(C)cc3)c2)C1 (configuration not stated)	-9	-1
COc1ccc(S(=O)(=O)N(C)C[C@H]2Oc3ncc(C#CC4(O)CCCC4)cc3C(=O)N([C@@H](C)CO)C[C@@H]2C)cc1	15	1

Sorted by length of the SMILES (ascending): some entries from above.
SMILES	TAG inh	TAG inh DAPI viability
O=C(NC(=O)c1ccccc1)Nc1ccccn1	8	-2
CNCc1c(OCc2ccc(F)cc2)ccc2ccccc12	-12	30
CCOc1c(Br)ccc2c1sc1nc[nH]c(=O)c12	6	-4
O=S(=O)(NCCCN1CCOCC1)c1ccc2c(c1)OCCO2	-5	-8
CCCCc1ccc(S(=O)(=O)NC2CCS(=O)(=O)C2)cc1 (configuration not stated)	-13	2
Cc1cccc(NC(=O)C(C)n2cc([N+](=O)[O-])cn2)n1 (configuration not stated)	-10	9
O=C(OCc1cc(=O)oc2cc(O)ccc12)c1cc(S(=O)(=O)N2CCOCC2)ccc1F	14	-1

(listing goes on)
SMILES	TAG inh	TAG inh DAPI viability
O=C(CSc1nnc(-c2ccccn2)n1Cc1ccccc1)N1CCOCC1	-23	-3
Cc1cc(C(=O)COC(=O)c2ccc(NC(=O)CC#N)cc2)c(C)n1CC(F)(F)F	2	10
O=C(CN1CCOCC1)NN1CC(=O)N(c2ccc(Cl)cc2)CC1=O	-23	12
Cc1ccc(N(CC(=O)NCc2ccncc2)S(C)(=O)=O)cc1Cl	10	-33
CSc1ccc(C(=O)C2CCCN(C(=O)CCn3cncn3)C2)cc1 (configuration not stated)	-2	4
COc1ccc(C2C(C(=O)N3CCN(c4ccccn4)CC3)CCC(=O)N2c2cc(OC)c(OC)c(OC)c2)cc1 (configuration not stated)	4	-1
O=C(CN1CCN(Cc2ccc(Cl)cc2)CC1)N/N=C/c1cccs1	7	7
O=C(Nc1ccc2c(c1)OCO2)C(c1ccc(Cl)cc1)N1CCN(C(=O)c2ccco2)CC1 (configuration not stated)	2	-14
CC(=O)Nc1cc2c(cc1Cl)-c1ccccc1C2O (configuration not stated)	-4	1
CCOC(=O)c1c(C)[nH]c(C(=O)OCC(=O)N(CC(C)C)C2CCS(=O)(=O)C2)c1C (configuration not stated)	-3	-4
O=C(O)c1ccc(Nc2ccc3nonc3c2[N+](=O)[O-])cc1	-8	-3
CCOC(=O)c1cnc(-c2ccccc2)nc1Oc1ccc(Cl)c(Cl)c1	2	-5
CCOC(=O)C1CCN(S(=O)(=O)c2cccc(-c3cn4cccc(C)c4n3)c2)CC1	-25	-1
CCN(CC)S(=O)(=O)c1ccc2oc(SCC(=O)NCc3ccccc3)nc2c1	-32	1
CC(=O)Nc1ccc2nc(NC(=O)c3ccco3)sc2c1	4	-2
COC1=C(Br)C(=O)c2nc(C)ccc2C1=O	5	-2
N#Cc1ccc(NC(=O)C2=COCCO2)cc1	-3	-2
COc1ccc(-c2noc(CCC(=O)N3CCN(c4ccccc4F)CC3)n2)cc1	-19	9
Fc1ccc(N2CCN(Cc3cn[nH]c3-c3ccccc3)CC2)cc1	-6	4
CC(=O)Nc1ccc(-c2ccnc3c2CC(C)(C(=O)Nc2ccc(F)c(Cl)c2)O3)cc1 (configuration not stated)	9	-7
COC(=O)c1ccc2c(c1)N(C)CCS2	0	6
CCOC(=O)N=Nc1c(O)n(CC(=O)OC)c2ccccc12	4	3
C=CCn1c(=N)c(C(=O)NCCCOC)cc2c(=O)n3cccc(C)c3nc21	14	60
Cc1cc(NC(=O)CCC(=O)N(Cc2ccco2)C(C(=O)NCC2CCCO2)c2ccncc2)no1 (configuration not stated)	6	-2
CCOC(=O)c1coc(C(=O)OCC)c1C(=O)OCC	-6	-2
Cc1nc2c(OCc3cccc(Cl)c3)cccn2c1N(C)CC1CC1	-24	11
N#Cc1ccccc1NC(=O)Nc1ccccc1	-14	-1
CC1=CC(C)(C)NC(=S)N1c1cccc(C)c1	6	1
CCOc1ccc(-c2cc(CCCC(=O)NCc3ccc(C)cc3)no2)cc1	13	6
Cc1ccc(Cl)c(OCCCN(C)Cc2ccccc2)c1	-10	17
COc1ccc(Nc2nc(C)c3ccccc3n2)cc1	3	7
Cn1c(=O)n(CC(N)=O)c2ccccc21	-3	8
OC(CNC1CCCC1)COCCOc1ccc(Br)cc1 (configuration not stated)	11	-10
O=C(O)[C@@H](c1ccccc1)N1Cc2ccccc2C1=O	3	-1
Cc1ccccc1Cn1ccc(NC(=O)c2nn3cccnc3c2Cl)n1	0	-6
CC(=O)C[C@@H](O)CC(=O)[C@H]1OC(=O)[C@H](C)C/C=C\Cc2ccccc21	0	-3
Cc1ccc(OC(C)C(=O)N2CCc3ccccc32)cc1 (configuration not stated)	10	-9
CC(=O)c1cc(-c2nc3ccccc3n2C)n(C)c1	4	-7
Cc1cccc(S(=O)(=O)Nc2ccc(-c3nc4ccc(C)cc4s3)cc2)c1	-14	56
Cc1cc(C(=O)N/N=C/c2ccncc2)c(C)o1	-13	6
CCOc1ccc(NC(=O)CN(C)C(=O)COc2cccc3c2OC(C)(C)C3)cc1OCC	-12	-2
Cc1ccc(S(=O)(=O)N2CCCCC2)cc1C(=O)N(C)CCOc1ccccc1	-10	-7
CN1CCN(C(=O)c2ccc3c(c2)OCCO3)CC1	1	1
Cn1cccc1Cc1nnc(SCC(=O)Nc2ccc(F)cc2)n1-c1ccc(F)cc1	15	-7
COc1ccc(NC(=O)c2cccnc2Nc2ccc(OC)cc2)cc1	32	-5
Cc1cccc(NS(=O)(=O)c2cccc(C(=O)N3CCCCCCC3)c2)c1	-15	3
c1ccc(CNc2nc(-c3cccs3)nc3ccccc23)nc1	14	1
COCCCNC(=O)CS(=O)(=O)Cc1nc(-c2ccccc2C)oc1C	1	-4
COc1ccc(S(=O)(=O)Nc2cccc(S(=O)(=O)NC3=NCCC3)c2)cc1[N+](=O)[O-]	-12	-3
Brc1ccccc1-n1nnc(-c2cnc3ccccc3c2)n1	12	3
CN=c1scc(C)n1/N=C/c1ccc(O)cc1O	6	7
Cc1ccc(-c2nnc3cccc(Cl)n23)cc1	8	-5
CN(C)CCNC(=O)C12CC3(C)CC(C)(CC(C)(C3)C1)C2	11	6
Cc1cc(C)c(S(=O)(=O)CCC(C)C)c(=O)[nH]1	0	-1
CC(=O)c1cccc(NC(=O)C2CCCC2)c1	-1	-2
Cc1cccc(C2=NN(c3ccccc3)[C@@H](C(=O)N3CCOC3=O)[C@@H]2c2ccc(Cl)cc2)c1	-11	47
Cn1c2ccccc2c2cnn(CC(=O)N3CCCCC3)c(=O)c21	4	-2
O=C(CNC(=O)c1ccco1)Nc1ccncc1	3	2
CC1(c2cccc(Br)c2)NC(=O)N(CC(=O)Nc2ccc(N3CCCCC3)cc2)C1=O (configuration not stated)	-4	-1
COC(=O)c1ccc(CSc2nc(C(F)(F)F)c3c(c2C#N)CCC3)o1	-6	5

Entries listed so far that contain two or more sulfur atoms, in the order listed:
SMILES	TAG inh	TAG inh DAPI viability
NS(=O)(=O)c1cccc(NS(=O)(=O)c2ccc(/C=C/C(=O)O)cc2)c1	3	-3
CN(C(=O)CSc1nnc(-c2ccc(OC(F)F)cc2)n1N)C1CCS(=O)(=O)C1 (configuration not stated)	1	1
CCCCc1ccc(S(=O)(=O)NC2CCS(=O)(=O)C2)cc1 (configuration not stated)	-13	2
CCN(CC)S(=O)(=O)c1ccc2oc(SCC(=O)NCc3ccccc3)nc2c1	-32	1
Cc1cccc(S(=O)(=O)Nc2ccc(-c3nc4ccc(C)cc4s3)cc2)c1	-14	56
COc1ccc(S(=O)(=O)Nc2cccc(S(=O)(=O)NC3=NCCC3)c2)cc1[N+](=O)[O-]	-12	-3

Additional results.
SMILES	TAG inh	TAG inh DAPI viability
O=C(NCc1ccccc1)c1ccco1	8	-5
O=C(c1ccc(OC2CCN(C(=O)c3cccnc3)CC2)cc1)N1CCCCCC1	12	-9
CC(C)N(C(=O)COC(=O)CNS(=O)(=O)c1ccccc1F)c1ccccc1	-6	1
O=C(O)c1ccc(C2CCCCC2)cn1	5	-1
COc1cccc(N(CC(=O)Nc2ccc3c(c2)OCO3)S(=O)(=O)c2ccccc2)c1	22	-13
CCOc1ccc(CCNC(=O)CCC(=O)Nc2ccc3nc(N4CCN(C)CC4)cc(C)c3c2)cc1OCC	5	11
Cc1ccccc1CC(=O)N1CCC(CCC(=O)NC2CC2)CC1	13	-4
COc1ccc(CCNc2nc(-c3ccccn3)cs2)cc1OC	4	-7
CCc1nc2c(OCc3ccccc3)cccn2c1N(C)C(=O)c1ccc2c(c1)OCO2	22	-16
CCNS(=O)(=O)c1ccc(CCC(=O)N2CCC(C)CC2)cc1	-8	-1
O=C(c1ccc([N+](=O)[O-])cc1)N(Cc1ccccc1)Cc1ccccc1	-5	1
CCC(C)(C)C1CCC2(CC1)NC(=O)N(CC(=O)NCCc1c[nH]c3ccccc13)C2=O (configuration not stated)	26	-5
CCn1c(SCC(=O)c2ccc3c(c2)OCCO3)nnc1-c1ccco1	-31	-3
COc1ccc2oc(C(=O)OC/C(O)=C(\C#N)c3nc4ccccc4[nH]3)c(C)c2c1	3	5
N/C(Cc1ccc([N+](=O)[O-])cc1)=N\OC(=O)C1CCCCC1	-5	-7
Cn1c(=O)[nH]c(=O)c2[nH]c(CO)nc21	2	-9
O=C(NN1CCOCC1)c1ccc(S(=O)(=O)N2CCCCC2)cc1	7	-9

Profiles, quoted from the list. Screens in order: TAG inh	TAG inh DAPI viability
Record of `CC(=O)Nc1cc2c(cc1Cl)-c1ccccc1C2O` (configuration not stated) → -4	1
Record of `CCOC(=O)c1coc(C(=O)OCC)c1C(=O)OCC` → -6	-2
Record of `CCOC(=O)Cc1nnc(NC(=O)c2ccco2)s1` → -14	7
Record of `O=C(NC(=O)c1ccccc1)Nc1ccccn1` → 8	-2
Record of `Cc1cc(NC(=O)CCC(=O)N(Cc2ccco2)C(C(=O)NCC2CCCO2)c2ccncc2)no1` (configuration not stated) → 6	-2

A portion of the library; rates above refer to the full screens.
